# M1 ag parental: counter-screen for M1 agonists: effect in parental CHO-K1 cells; Fluo-8 calcium fluorescence; scaled to maximal ATP response, vehicle zero; activation, % at 3 µM; 360,000 compounds, 0.48% hits; AID 602248; in the data active = activation above about 15%;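 also: untransfected CHO-K1 host cells lacking M1 receptor as counterscreen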
# OXTR potentiator: potentiators of human oxytocin receptor. CHO-OTR cells, Fluo-8 calcium fluorescence, potentiator mode; 0% = oxytocin EC15, 100% = EC100. activation, % at 3 µM. 320,000 compounds, 0.061% hits. AID 2445;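 active = activation above that plate's cutoff, the mean activation of tested compounds plus 3 SD, cut at about 6.6% in these data, passing the limit was not always enough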;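 also: 100% uses oxytocin at 75 nM as the full agonist control; some results filed as inactive read as strong as hits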
# Target sequence (P30559 whole entry, looked up): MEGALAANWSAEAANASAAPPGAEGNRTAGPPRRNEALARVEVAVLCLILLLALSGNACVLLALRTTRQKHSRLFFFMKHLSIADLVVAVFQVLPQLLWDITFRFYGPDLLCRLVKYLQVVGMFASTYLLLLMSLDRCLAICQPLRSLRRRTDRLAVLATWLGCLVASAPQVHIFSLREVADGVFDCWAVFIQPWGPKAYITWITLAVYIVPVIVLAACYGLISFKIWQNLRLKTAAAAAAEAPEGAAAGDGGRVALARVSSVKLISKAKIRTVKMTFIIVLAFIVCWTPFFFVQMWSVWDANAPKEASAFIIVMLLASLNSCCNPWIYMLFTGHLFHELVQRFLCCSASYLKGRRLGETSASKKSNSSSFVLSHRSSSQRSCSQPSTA
#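 Measured by – Fluo-8 calcium dye fluorescence · Test system – human OTR in CHO cells · Dosing – one concentration, 3.0 µM compound · Controls – EC15 oxytocin alone as 0%, 75 nM oxytocin as 100% · Evaluation – normalized max/min fluorescence ratio, % activation · Timing – 6 min pre-incubation, 100 s read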
# V1R ag counter: activates human V1a receptor in oxytocin agonist counter-screen; AID 2797; CHO-V1R cells, Fluo-8 calcium fluorescence, agonist mode; 0% DMSO, 100% 3 nM vasopressin; 320,000 compounds, 0.25% hits; activation, % at 3 µM;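 active = activation above the mean activation of all tested compounds plus 3 SD, per screening run, cut at about 20% in these data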;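 also: signal is peak over basal fluorescence ratio across a 100 second FLIPR read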
# Target sequence (P37288 whole entry, looked up): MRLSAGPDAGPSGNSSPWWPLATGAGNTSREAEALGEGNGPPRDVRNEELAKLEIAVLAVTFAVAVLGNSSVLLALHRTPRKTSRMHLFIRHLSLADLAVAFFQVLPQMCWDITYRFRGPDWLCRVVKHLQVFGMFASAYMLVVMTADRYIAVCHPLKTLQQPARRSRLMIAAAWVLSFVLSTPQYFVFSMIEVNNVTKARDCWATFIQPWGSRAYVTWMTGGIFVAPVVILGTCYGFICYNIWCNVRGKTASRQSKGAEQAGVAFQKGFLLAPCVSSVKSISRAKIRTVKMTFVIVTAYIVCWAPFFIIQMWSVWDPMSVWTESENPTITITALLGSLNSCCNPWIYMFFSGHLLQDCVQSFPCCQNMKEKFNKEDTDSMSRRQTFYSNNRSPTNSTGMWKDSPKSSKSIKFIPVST
# CHO parental Ca: signal in parental CHO cells, OX1R antagonist counter-screen | parental CHO-K1, ATP-induced calcium, Fluo-8 fluorescence | AID 463079 | 330,000 compounds, 0.63% hits | inhibition, % at 5.6 µM;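 active = inhibition above that plate's mean sample inhibition plus 3 SD, cut at about 26% in these data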;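 also: 0% = ATP-challenged DMSO wells and 100% = DMSO wells without ATP; some compounds past the cut are filed as inactive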
#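 Measured by: calcium-sensitive Fluo-8 fluorescence / Test system: CHO parental line / Controls: ATP-challenged DMSO wells low, unchallenged DMSO wells high / Measure: % inhibition / Compound: single nominal dose of 5.6 µM per compound / Replicates: single well per compound, no replicates / Reagent: ATP as calcium-mobilizing challenge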
# M1 PAM parental: M1 PAM counterscreen hit in parental CHO-K1 cells | ATP EC20, Fluo-8 calcium fluorescence; 0% at ATP EC20, 100% at ATP max | activation, % at 3 µM | 360,000 compounds, 0.02% hits;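 active = activation above the run cutoff, the mean activation of all test compounds plus 3 SD, cut at about 40% in these data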;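 also: peak over basal fluorescence ratio in a 140 s read after ATP addition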
# OXTR agonist: activates the human oxytocin receptor | CHO-OTR cells, Fluo-8 calcium fluorescence; normalized: DMSO 0%, oxytocin 100% | activation, % at 3 µM | 320,000 compounds, 0.32% hits;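 active = activation above the mean of all tested compounds plus 3 SD, cutoff set per screening run, cut at about 20% in these data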;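 also: peak over basal fluorescence ratio from a 100 s FLIPR kinetic read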
# GPR7 antag: human neuropeptides B/W receptor 1 antagonism; P48145; GPR7-expressing cells, fluorescence antagonist assay; inhibition, % at 4.4 µM; 290,000 compounds, 1.1% hits; AID 1861; in the data active = inhibition above about 16%, passing the limit was not always enough;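 also: cells stimulated with the agonist NPW; 0% = agonist with vehicle and 100% = vehicle without agonist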
# CHO-K1 Ca antag: nonselective inhibitor or artifact in parental CHO-K1 cells | ATP-induced calcium, Fluo-8 fluorescence | inhibition, % at 3 µM | 360,000 compounds, 0.6% hits | AID 602250;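 active = inhibition above a per-plate cutoff, the plate's mean sample inhibition plus 3 SD, cut at about 24% in these data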;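 also: 0% = DMSO plus EC80 ATP and 100% = DMSO alone without ATP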
# TAAR1 antagonist: human TAAR1 antagonism; CHO RD-HGA16 TAAR1, Fluo-8 calcium fluorescence, antagonist; AID 624466; 360,000 compounds, 1.5% hits; inhibition, % at 3 µM;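 active = inhibition above a per-plate cutoff, the mean inhibition of test compounds on that plate plus 3 SD, cut at about 49% in these data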;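 also: 0% = DMSO plus EC80 beta-PEA response and 100% = DMSO alone without agonist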
#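 Test system – hTAAR1-expressing CHO RD-HGA16 cells, Gα16-coupled · Reagent – β-PEA at EC80 concentration, post-compound challenge · Compound dosing – 3 µM, single point · Timing – 140 s kinetic read after compound, 140 s after agonist · Detection – Fluo-8 intracellular calcium dye fluorescence, real-time kinetic reads · Control set – DMSO and EC80 PEA controls · Repeats – n of 1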
# * = called active by the depositor; / = not tested or not shown.
SMILES,M1 ag parental,OXTR potentiator,V1R ag counter,CHO parental Ca,M1 PAM parental,OXTR agonist,GPR7 antag,CHO-K1 Ca antag,TAAR1 antagonist
O=C(Oc1ccc(-c2ccccc2)cc1)c1ccco1,0.4,/,/,/,1.2,/,/,-6.6,2.1
O=C(NCC(=O)N(c1ccccc1F)C(C(=O)NC1CCCC1)c1cccnc1)c1ccco1 (stereo unspecified),0.5,-12.6,-0.4,-12.4,-5.8,0.1,4.4,-12.5,-6.7
CCN(CC)C(=O)CSc1nnc(-c2ccccn2)n1Cc1ccccc1,1.0,-3.4,-1.1,2.9,20.3,0.5,8.6,-6.3,-12.2
Cc1cc(C)nc(NC(=O)CSc2nc3ccccc3o2)n1,0.2,-3.4,0.3,-8.7,13.2,1.2,-2.2,-2.1,7.4
CC(=O)c1c(C)[nH]c(C(=O)OCC(=O)Nc2cc(C(F)(F)F)ccc2N2CCOCC2)c1C,2.3,-17.0,1.7,-12.0,19.3,2.8,-3.8,-3.6,-5.6
CCCCN(CCCNC(=O)c1ccc(CS(=O)(=O)c2c(Cl)cccc2Cl)o1)Cc1ccccc1,0.2,-0.1,0.9,-21.6,11.1,-0.6,-1.4,-11.7,-5.2
COc1ccc(NC(=O)C2=C(C)NC(=O)NC2c2cccc(OC)c2OC)c(OC)c1 (stereo unspecified),1.9,0.3,0.3,-11.1,6.0,1.2,-3.4,-5.6,14.2
O=C(N/N=C/c1c[nH]c2ccccc12)c1cccc([N+](=O)[O-])c1,0.9,-0.5,0.4,-3.1,13.9,1.5,-0.8,2.0,0.2
C=CCN(CC=C)C(=O)Nc1cc(OC)ccc1OC,0.0,/,/,/,13.8,/,-2.8,-13.7,-17.5
C=C1N(c2cccc(Cl)c2)C(=O)OC1(C)C,1.5,-6.4,-0.1,1.4,26.7,-0.2,10.2,-12.9,-9.5
CCOC(=O)CNC(=O)CCNS(=O)(=O)c1ccc2c(c1)c(=O)n(C)c(=O)n2C,0.1,-0.3,0.9,-9.2,-1.4,0.2,-5.6,5.8,-2.7
CCCCNC(=O)CCc1c(C)nc2nc(-c3cc(OC)cc(OC)c3)nn2c1C,-0.6,-11.5,0.2,-11.0,-2.4,-0.6,-5.2,4.3,-6.6
O=C(NCc1ccccc1CN1CCCC1)c1ccc(OCc2cscn2)cc1,1.0,-4.8,1.5,-18.7,3.9,2.9,/,-6.5,-4.4
COc1ccc(N2C(=O)CC(c3cc(OC)c(OC)c(OC)c3)CC2=O)cc1,0.3,0.7,1.6,-15.8,-13.3,1.1,-16.8,17.6,17.7
O=C(Nc1cccc(F)c1)C1CCN(C(=O)c2ccccc2Cl)CC1,2.0,-6.3,2.7,-3.4,21.7,3.4,3.9,-10.0,6.9
Cc1ccc(/C(=N/Nc2nc3ccccc3s2)C2=C(O)c3ccccc3C2=O)cc1,0.4,-6.7,0.1,1.9,15.4,-0.2,-6.7,-8.4,-0.2
COc1ccc(Cl)cc1NC(=O)COC(=O)CNC(=O)C1CCCCC1,0.9,-7.2,1.2,-11.8,6.2,0.8,/,-6.4,3.2
O=C(Nc1ccncc1)C1CC1c1ccccc1 (stereo unspecified),6.5,-19.3,7.4,-1.4,-0.9,11.1,-13.6,6.3,11.1
O=[N+]([O-])c1nn(-c2ccc(Cl)cc2)n(O)c1=NCc1cccnc1,-0.4,0.0,-0.2,-3.6,18.4,-2.6,-3.6,-11.7,5.8
CCOC(=O)c1cc([N+](=O)[O-])c([N+](=O)[O-])cc1NC(C)=O,-0.9,0.3,-1.0,16.0,4.8,-2.0,-6.6,1.0,19.0
COc1ccc(/C=C/C(=O)N2CC(C)OC(C)C2)cc1OC (stereo unspecified),0.2,0.0,0.9,-4.4,-14.8,0.4,-13.4,14.6,-12.1
COc1cccc(NC(=O)CSc2nc3ccccc3n2C)c1,0.7,-6.4,1.2,-18.1,-2.6,-1.3,6.2,1.4,6.4
COC(=O)c1ccc(Cn2nc(C)c([N+](=O)[O-])c2C)o1,0.1,-5.5,1.6,-1.4,-3.0,0.5,-8.1,-12.6,0.7
CCOC(=O)[C@H]1[C@H]2COc3cc(OC)ccc3[C@@H]2N2C(=O)CN(Cc3ccco3)C(=O)[C@@]12C,-0.2,-2.4,0.3,-3.1,-23.6,0.0,/,4.4,0.6
CC(c1ccco1)N(Cc1ccco1)C(=O)Nc1ccccc1 (stereo unspecified),3.5,-5.6,1.1,-16.3,11.9,1.4,-10.5,-21.2,-1.3
CC(C)(C)OC(=O)NCCCC[C@H](NC(=O)c1[nH]cnc1C(=O)Nc1ccccc1)C(=O)OC(C)(C)C,0.0,-2.7,0.4,-39.8,4.2,0.7,/,-10.8,41.6
COc1ccc(CC(=O)NNC(=O)Cc2ccc(OC)cc2)cc1,/,-8.0,-1.2,-8.9,/,-0.6,-12.8,/,/
O=C(NC1CCCCC1)C(c1ccccn1)N(C(=O)Cc1cccs1)c1ccc(Cl)cc1 (stereo unspecified),7.5,-20.9,7.8,-22.5,20.2,6.5,1.0,-2.4,7.7
COc1ccc(C)cc1S(=O)(=O)N1c2ccc(C)cc2C2CN(C)CCC21 (stereo unspecified),1.2,/,/,/,24.9,/,/,5.1,-30.0
O=C(O)/C=C/C(=O)Nc1ccc(Oc2ncnc3cc(Cl)ccc23)nc1,/,-6.8,-1.0,17.2,/,-0.2,6.5,/,/
CCOC(=O)/C(C)=N/NC(=O)c1ccc([N+](=O)[O-])cc1,0.5,-13.7,-0.3,-11.4,14.6,-0.3,-2.5,0.9,3.0
COc1cc(/C=N/NC(=O)CCN2CCN(C(c3ccccc3)c3ccccc3)CC2)ccc1O,0.8,0.1,1.0,-9.3,11.0,-1.7,3.5,-0.4,1.2
CC(C)(C)NC(=O)NC(=O)CN1c2cccc3cccc(c23)S1(=O)=O,3.4,-9.9,3.0,-2.4,3.1,1.0,-8.5,-21.2,3.6
N#Cc1c(Nc2ccccc2)sc(C(=O)c2ccc(F)cc2)c1N,0.2,-6.8,0.0,-0.8,7.7,-0.2,-8.8,0.9,0.7
COc1ccc([C@H]2C[C@H](n3cc(C4CC4)nn3)[C@@H](O)CN2CC2CCCCC2)cc1,1.2,/,/,/,6.0,/,/,-1.0,-25.2
O=C(NCc1ccccn1)[C@@H]1CCCN1C(=O)[C@@H]1CCCN1C(=O)c1cccc2ccccc12,-0.1,/,/,/,-13.7,/,/,7.8,-11.2
CON/C=C(\C=Nc1ccc(C(F)(F)F)cc1)c1ncc(C(F)(F)F)cc1Cl,0.5,-8.2,-0.6,4.7,14.1,-1.0,-1.3,-8.1,2.0
COC(=O)c1ccc(NC(=O)CCN2C(=O)CSC2=O)cc1,0.4,-0.5,-0.3,-2.1,14.2,0.1,-5.3,1.9,6.0
COc1ccc(-c2nn(-c3ccccc3)cc2/C=C/C(=O)O)cc1[N+](=O)[O-],0.2,-4.8,0.4,-19.0,-10.5,0.3,-19.0,1.3,8.8
CC1CCN(C(=O)c2ccc(N(C)S(C)(=O)=O)cc2)CC1,0.3,0.4,0.2,-12.6,-6.5,0.5,4.8,4.9,107.5*
CCNC(=O)C1(C)CCN1Cc1cc(-c2ccccc2)n(C)n1 (stereo unspecified),0.8,/,/,/,14.1,/,/,-7.4,5.0
CCCN(CC(=O)Nc1ccccc1OC)C(=O)CCC(=O)c1ccc(F)cc1,0.6,-2.6,-0.7,-15.5,-4.1,-2.0,/,2.3,7.0
O=C(c1ccccc1)N1CCN(c2ccc([N+](=O)[O-])c(NCC3CCCO3)c2)CC1 (stereo unspecified),0.4,-5.2,-0.8,-9.8,-22.4,-2.0,0.5,11.6,-3.8
COc1ccc(C(=O)[C@H]2[C@H]3C(=O)N(c4ccc(C)cc4)C(=O)[C@H]3C3C=CC=NN32)cc1 (stereo partly specified),2.2,-7.0,-1.3,-13.5,13.3,-1.0,7.4,-6.7,-9.6
CCCCn1c(N)c(N(CC(C)C)C(=O)c2cnccn2)c(=O)[nH]c1=O,1.3,-0.2,-0.1,-3.3,-3.8,0.9,/,-14.0,-16.8
Cc1ccc(CN(C)C(=O)CSc2nnc3n2CCCCC3)c(C)c1,-0.7,-3.6,-0.4,-12.4,-7.5,0.5,/,-4.0,14.3
Cc1nc(-c2ccccc2)sc1-c1nc(-c2cccnc2)ncc1S(=O)(=O)c1ccccc1,0.0,-16.5,0.8,-12.7,13.0,-1.9,-0.2,-4.6,/
O=C1CC(c2ccccc2)C(=O)N1c1cccc(O)c1 (stereo unspecified),0.3,-3.1,2.0,-11.8,18.2,-0.4,-2.4,-7.7,-9.4
CC(CC(=O)Nc1ccc2c(c1)c(=O)n(C)n2Cc1ccc(F)cc1)c1ccccc1 (stereo unspecified),7.2,/,/,/,13.6,/,/,-7.4,-18.5
O=C(c1ccc2oc(CCCc3ccccc3)nc2c1)N1CCCC(CCCO)C1 (stereo unspecified),4.7,-4.8,6.8,-8.2,1.2,4.7,12.5,-4.2,15.9

# Next part
SMILES,M1 ag parental,OXTR potentiator,V1R ag counter,CHO parental Ca,M1 PAM parental,OXTR agonist,GPR7 antag,CHO-K1 Ca antag,TAAR1 antagonist
COc1ccc(CCNC(=O)c2oc3ccccc3c2C)cc1,0.8,-5.3,-0.7,-25.9,12.4,-1.7,/,-10.5,8.6
CC(OC(=O)CN1C(=O)c2ccccc2C1=O)C(=O)NC1CCCCC1C (stereo unspecified),0.3,2.1,-0.8,-2.4,7.1,-1.3,/,-3.5,14.5
Cc1ccc(CSCC(N)C(=O)O)cc1 (stereo unspecified),/,-13.0,0.3,-17.8,/,-0.7,-3.0,/,-8.3
CCOc1ccc(C=O)cc1CN1CCCCC1,0.3,-4.9,-0.1,-11.4,19.6,0.4,-3.2,-8.0,-6.0
COc1ccc(N2CCN(C(=O)c3oc4c(c3C)C(=O)CCC4)CC2)cc1,4.3,-7.8,4.5,-16.9,3.8,2.6,-6.9,-7.6,5.7
O=C(NCC1CCCO1)C(=Cc1cccc([N+](=O)[O-])c1)C(=O)NCC1CCCO1 (stereo unspecified),0.3,-6.0,0.9,-9.5,3.8,-0.6,-4.8,-0.8,-4.1

# Entries of single compounds from above. Order of screens: M1 ag parental | OXTR potentiator | V1R ag counter | CHO parental Ca | M1 PAM parental | OXTR agonist | GPR7 antag | CHO-K1 Ca antag | TAAR1 antagonist
# `CC(C)(C)OC(=O)NCCCC[C@H](NC(=O)c1[nH]cnc1C(=O)Nc1ccccc1)C(=O)OC(C)(C)C` in the list: 0.0 | -2.7 | 0.4 | -39.8 | 4.2 | 0.7 | / | -10.8 | 41.6
# `COc1ccc(N2C(=O)CC(c3cc(OC)c(OC)c(OC)c3)CC2=O)cc1` in the list: 0.3 | 0.7 | 1.6 | -15.8 | -13.3 | 1.1 | -16.8 | 17.6 | 17.7
